# Source: PubChem (The Scripps Research Institute Molecular Screening Center)
# MITF primary: blocks human microphthalmia-associated transcription factor; O75030; AlphaScreen MITF homodimerization, bead proximity signal; inhibition, % at 2.6 µM; 0.91% of 650,000 active; AID 1259374; in the data active means inhibition above about 50%;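 further: 0% = vehicle wells with protein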
# Target sequence (O75030 whole entry, looked up): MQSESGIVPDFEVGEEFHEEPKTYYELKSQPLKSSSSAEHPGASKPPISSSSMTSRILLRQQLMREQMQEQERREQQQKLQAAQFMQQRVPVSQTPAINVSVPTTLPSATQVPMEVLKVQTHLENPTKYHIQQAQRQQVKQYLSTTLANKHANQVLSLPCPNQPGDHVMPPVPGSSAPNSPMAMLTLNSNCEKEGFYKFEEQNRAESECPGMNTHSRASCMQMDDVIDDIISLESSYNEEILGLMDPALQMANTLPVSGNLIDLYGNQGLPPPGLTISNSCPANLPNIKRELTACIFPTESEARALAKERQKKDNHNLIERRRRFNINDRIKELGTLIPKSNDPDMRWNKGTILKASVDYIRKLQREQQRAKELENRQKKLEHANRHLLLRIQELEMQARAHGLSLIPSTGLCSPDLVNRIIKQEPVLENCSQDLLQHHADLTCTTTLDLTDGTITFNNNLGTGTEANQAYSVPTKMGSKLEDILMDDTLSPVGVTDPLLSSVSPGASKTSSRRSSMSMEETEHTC
# TEAD-YAP inh: TEAD-YAP interaction inhibition; HEK-TIYL cells, TEAD-Gal4/YAP UAS-luciferase luminescence; inhibition, % at 9.12 µM; 1.4% of 640,000 active; in the data active means inhibition above about 32%;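 further: 0% = median of test compound wells and 100% = reference inhibitor wells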
# FBW7 act: human FBW7 E3 ligase activation, primary screen. normalized activity (activation), % at 26.1 µM. 0.13% of 650,000 active. AID 1259310. AlphaScreen FBW7–phospho-cyclin E peptide binding, activator screen; in the data active means normalized activity above about 1.9%;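 further: purified mutant Fbw7 with reduced substrate affinity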
# GPR151 ag: activates the human receptor GPR151 | PathHunter beta-arrestin GPR151 cells, luminescence | 1% of 650,000 active | Q8TDV0 | activation, % at 11.2 µM | AID 1508602; in the data active means activation above about 4.9%;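 further: 0% = median of compound wells and 100% = cells with positive control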
# Target sequence (Q8TDV0 whole entry, looked up): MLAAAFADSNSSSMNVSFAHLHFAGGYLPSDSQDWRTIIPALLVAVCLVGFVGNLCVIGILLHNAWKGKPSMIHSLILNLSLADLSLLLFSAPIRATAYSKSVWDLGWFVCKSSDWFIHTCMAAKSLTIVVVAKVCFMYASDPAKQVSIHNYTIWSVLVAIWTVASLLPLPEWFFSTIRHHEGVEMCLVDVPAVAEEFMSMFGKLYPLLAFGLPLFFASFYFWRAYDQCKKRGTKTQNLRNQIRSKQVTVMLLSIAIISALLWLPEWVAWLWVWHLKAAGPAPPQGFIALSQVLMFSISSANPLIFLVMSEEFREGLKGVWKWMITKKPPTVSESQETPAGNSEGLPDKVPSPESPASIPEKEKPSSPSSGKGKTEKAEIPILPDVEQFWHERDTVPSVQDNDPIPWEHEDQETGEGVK
# * = called active by the depositor; & = joins results of further samples.
SMILES,MITF primary,TEAD-YAP inh,FBW7 act,GPR151 ag
CC1CN(C(=O)Cc2ccc([N+](=O)[O-])cc2)CC(C)O1 (stereo not drawn),9,6,0.1,-0.4
O=C(C=C1SCCS1)C1CC1c1ccccc1 (stereo not drawn),8,-16,-0.1,0.4
COC(=O)C(C)n1cnc2c(nnn2Cc2ccc(F)cc2)c1=O (stereo not drawn),7,-3,0.3,0.1
Cc1ccccc1N1CC(O)(c2ccccc2)[N+]2=C1CCCC2 (stereo not drawn),3,-4,0.0,-0.4
CCc1cc(C(=O)OC)c(NC(=O)C2CCCCC2C(=O)O)s1 (stereo not drawn),5,4,-0.1,-0.2
Cc1nc2sccn2c1-c1csc(Nc2cccc(O)c2)n1,-7,37*,-0.1,0.2
CCOC(=O)C1(CCSC)NC(c2cccs2)C2C(=O)N(C)C(=O)C21 (stereo not drawn),-2,1,0.3,1.1
CCOCc1cc(CN2CCC(n3nccc3NC(=O)C3CC3)CC2)ccc1OC,10,-5,0.1,-1.1
COc1ccc(NC(=S)Nc2cccc(F)c2)cc1OC,-10,-16,-0.2,-0.8
Cc1ccc(Cl)cc1N1CCN(C(=O)CN2N=C(c3ccccc3)CCC2=O)CC1,0,10,-0.1,4.1

# Exported with bars between the fields: 5 of the compounds above
SMILES | MITF primary | TEAD-YAP inh | FBW7 act | GPR151 ag
O=C(C=C1SCCS1)C1CC1c1ccccc1 (stereo not drawn) | 8 | -16 | -0.1 | 0.4
COC(=O)C(C)n1cnc2c(nnn2Cc2ccc(F)cc2)c1=O (stereo not drawn) | 7 | -3 | 0.3 | 0.1
Cc1ccccc1N1CC(O)(c2ccccc2)[N+]2=C1CCCC2 (stereo not drawn) | 3 | -4 | 0.0 | -0.4
CCc1cc(C(=O)OC)c(NC(=O)C2CCCCC2C(=O)O)s1 (stereo not drawn) | 5 | 4 | -0.1 | -0.2
Cc1nc2sccn2c1-c1csc(Nc2cccc(O)c2)n1 | -7 | 37* | -0.1 | 0.2

# (continued)
SMILES,MITF primary,TEAD-YAP inh,FBW7 act,GPR151 ag
CC(C)N1CCN(Cc2cccc(-n3cccn3)c2)CC1CCO (stereo not drawn),-2,5,-0.1,-0.3
CCCNc1nc(CC(C)=O)ns1,9,-8,0.5,-0.2
O=C(c1ccc(I)cc1)N1CCN(c2ccc(F)cc2)CC1,13,-4,-0.1,0.6
Cn1nc(C(=O)Nc2ccc3c(c2)OCCO3)cc1C(=O)O,-1,17,-0.1,-6.8
COC(=O)c1ccc(NC(=O)CC2C(=O)N(c3ccc(Cl)cc3)C(=S)N2CCc2ccc(OC)c(OC)c2)cc1 (stereo not drawn),-4,2,0.0,-0.3
CCC1(c2sccc2C)C(=O)Nc2ccccc21 (stereo not drawn),20,-6,1.1,-1.2
O=C(/C=C/c1ccco1)NNC(=O)CCN1CCN(c2ccccc2)CC1,0,6,0.1,1.4
COc1ccc(-n2nc(C(=O)NCC(=O)NC3CCCC(C)C3C)c3ccccc3c2=O)c(OC)c1 (stereo not drawn),-7,-7,-0.2,-0.5
O=C(NCCO)C(=O)NCC1OCCc2ccccc21 (stereo not drawn),4,2,0.0,1.5
Cc1ccc(/C=N\NC(=O)Cn2c(C)nc3ccccc32)o1,-2,5,0.0,1.1
CCCCOc1ccc(NC(=O)COc2ccccc2OC)cc1,2,3,0.0,0.8
CCOC(CNC(=O)c1ccc2c(c1)nc(C)n2-c1ccc(Br)cc1)OCC,-19,13,0.1,0.2
O=C(O)c1cc2cccc(-c3ccccc3)c2[nH]1,7,8,0.0,-1.5
COCC1CCCN(Cc2c(C(=O)N3CCCCCCC3)nc3sccn23)C1 (stereo not drawn),-6,-16,-0.1,0.6
O=C(Nc1ccc(C(=O)N2CCOCC2)cc1)c1cccc([N+](=O)[O-])c1,-4,5,-0.2,-0.1
O=C(Cc1cnc2ncnn2c1)NC1CCCc2c1cnn2-c1ccc(F)cc1F (stereo not drawn),-8,-4,0.0,-0.1
O=C(CN1Cc2ccccc2OC(c2ccsc2)C1)NCc1nc(-c2ccccc2)no1 (stereo not drawn),9,-5,-0.1,0.0
CCOC(=O)Cn1c(=O)oc2cc(S(=O)(=O)Nc3ccccc3C)ccc21,-9,0,-0.2,-0.1
O=C(O)CCCCC(=O)c1ccc(CC(=O)O)s1,3,7,0.0,-0.2
C/C(=N\Nc1nc(-c2ccccc2)cc(=O)[nH]1)c1ccc(F)cc1,9,-4,0.1,-0.4
O=C(CSc1ccc(-c2ccco2)nn1)Nc1cccc(F)c1,18,-1,0.5,0.7
CCc1nnc(NC(=O)c2cccc(Br)c2)s1,7,1,-0.1,-1.6
O=C(OCc1ccco1)c1ccc(N2C(=O)C3C4C=CC(C4)C3C2=O)cc1 (stereo not drawn),-4,1,-0.2,3.8
COc1cc(OC)cc(C(=O)Nc2sc3c(c2C(N)=O)CC(C)(C)NC3(C)C)c1,0,-12,-0.2,0.9
CCn1c(=O)[nH]c(=O)c2cc(C(=O)c3cc(F)ccc3O)cnc21,-7,0,0.0,-0.5
CCC(=O)NCCOc1ccc2nnc(-c3ccccc3Cl)n2n1,-5,-5,-0.3,2.1
Cc1ccc(NC(=O)c2ccc(Cl)cc2[N+](=O)[O-])c([N+](=O)[O-])c1,7,4,-0.3,3.0
COc1ccc(-c2nc(Nc3ccccc3)c3cc(OC)c(OC)cc3n2)cn1,-2,8,-0.1,2.6
C/C(=N\NC(N)=O)c1cc(CNC(=O)CCl)cs1,1,1,-0.2,-0.6
COc1cc2nc(/C=C/c3ccccc3F)n(-c3ccccc3OC)c(=O)c2cc1OC,-4,-10,0.1,1.1

# As entered above:
# Value of `CCC(=O)NCCOc1ccc2nnc(-c3ccccc3Cl)n2n1` under GPR151 ag: 2.1
# Value of `CCn1c(=O)[nH]c(=O)c2cc(C(=O)c3cc(F)ccc3O)cnc21` under MITF primary: -7
# Value of `CCc1nnc(NC(=O)c2cccc(Br)c2)s1` under GPR151 ag: -1.6

# Remaining list, next part
SMILES,MITF primary,TEAD-YAP inh,FBW7 act,GPR151 ag
O=C1NCCN(Cc2ccccc2C(F)(F)F)C1CC(=O)N1CCc2sccc2C1 (stereo not drawn),5,21,0.2,-0.7
Cc1cccc(C)c1OCCOC(=O)c1cccc(S(=O)(=O)N2CCOCC2)c1,-5,5,-0.2,2.4
COc1ccc(Br)cc1CN1CCN(Cc2c[nH]c3ccccc23)CC1,30,13,0.0,1.2
CC(=O)c1c(C)nc2ccccc2c1C(=O)O,5,5,-0.2,-0.3
COC(=O)c1nc([N+](=O)[O-])n(C)n1,-21,0,0.1,-0.2
O=C1C(Cl)=C(Nc2ccc(O)cc2)C(=O)c2ccccc21,26,-8,-0.3,-1.7
O=C(NC1(c2ccccc2)CC1)c1cc(COc2ccc3ncccc3c2)on1,-5,58*,-0.1,-0.3
COc1cccc(C2Oc3ccc(Cl)cc3C3=C2C(c2ccc(C)cc2)n2ncnc2N3)c1 (stereo not drawn),-3,13,-0.1,0.5
Cc1ccc(C(=O)NC(C)c2ccccc2)cc1 (stereo not drawn),17,3,0.1,0.7
O=C(NN1C(=O)C2C3CC(C(Br)C3Br)C2C1=O)c1ccncc1 (stereo not drawn),-4,3,-0.1,-1.0
CC(C)n1c(-c2ccc(C(N)=O)cc2)nc2c(NCCCN3CCCC3=O)ncnc21,26,-13,0.7,1.6
CC(=O)Nc1ccc(Br)cc1-c1ccccc1,-6,-5,-0.1,-0.4
O=C(CNC(=O)c1ccccc1)NCCc1ccc(O)c(O)c1,5,11,0.1,0.3
CCOc1ccc(NS(=O)(=O)c2cc(Br)cnc2N)cc1,-20,-11,0.4,2.1
Cc1cc(=O)oc2c(C(C)O)c(O)ccc12 (stereo not drawn),-4,-3,0.1,1.1
COc1ccccc1NC(=O)N1CCC(CN2CCOCC2)CC1,5,10,0.7,-0.8
O=C(OCc1ccccc1)c1ccc(Cl)c(S(=O)(=O)N2CCOCC2)c1,6,4,0.4,-0.2
CCc1c(C)c(C#N)c2nc3ccccc3n2c1N1CCN(Cc2cc(F)ccc2OC)CC1,-4,0,0.1,0.7
O=C(CCS(=O)(=O)c1ccc(Br)s1)Nc1ccc(F)c(F)c1,2,7,-0.1,1.5
COc1ccc(C[C@@H]2NC(=O)[C@H]3CN(Cc4ccc(CN5CCCCC5)s4)CCN3C2=O)cc1,6,-3,0.1,-0.3
CN(CCc1ccccn1)C(=S)NC(=O)c1ccco1,-4,4,0.0,1.0
Cc1c(C(=O)Nc2cnc3ccccc3c2)cccc1[N+](=O)[O-],10,-38,0.1,-0.5
O=C1Cc2cc(S(=O)(=O)N3CCN(c4cccc(Cl)c4)CC3)ccc2N1,-3,5,0.3,-0.1
NNc1nc2sc3c(c2c(=O)n1-c1ccccc1)CCCC3,-10,-9,0.0,0.2
COc1cccc(CN(CCN(C)C)C(=O)Nc2ccc(-c3cn[nH]c3)cc2)c1,1,-12,-0.1,-1.3
O=C(NCc1ccc(Cl)cc1Cl)C1CCN(C(=O)Cc2ccccc2)CC1,-6,1,0.8,-1.6
O=C(NNC(=S)NC1CCCCC1)c1cc(Br)ccc1O,13,2,0.2,-0.5
CC(=O)c1cccc(NC(=S)NCc2ccccc2)c1,5&1,-1&2,0.0&0.0,0.0&0.6
Cc1ccc(C2/C(=C(\O)c3ccc(F)cc3)C(=O)C(=O)N2Cc2cccnc2)cc1 (stereo not drawn),7,-8,0.0,-1.4
CCC(C(=O)OC)n1cnc2sc3c(c2c1=O)CCC(C)C3 (stereo not drawn),0,4,-0.1,0.8

# An excerpt taken from the entries so far, for reference:
SMILES,MITF primary,TEAD-YAP inh,FBW7 act,GPR151 ag
CN(CCc1ccccn1)C(=S)NC(=O)c1ccco1,-4,4,0.0,1.0
Cc1c(C(=O)Nc2cnc3ccccc3c2)cccc1[N+](=O)[O-],10,-38,0.1,-0.5
O=C1Cc2cc(S(=O)(=O)N3CCN(c4cccc(Cl)c4)CC3)ccc2N1,-3,5,0.3,-0.1

# The list continues:
SMILES,MITF primary,TEAD-YAP inh,FBW7 act,GPR151 ag
OC(COCC1CC=CCC1)Cn1cnc2ccccc21 (stereo not drawn),4,-7,-0.1,0.9
C=CCN(c1ccc(C(=O)OCC)cc1)S(C)(=O)=O,1,-6,-0.1,4.9*
O=C1C2CC(c3ccccc3)=C3C4C=CC(C5C(=O)N(c6ccc(Cl)cc6)C(=O)C45)C3C2C(=O)N1c1ccc(Cl)cc1 (stereo not drawn),4,12,0.2,0.3
COc1cccc(Cn2nnc(C(=O)NCc3ccccc3Cl)c2N)c1,13,-9,0.2,-0.5
CCN(CC)c1nc(NCc2cccc(C(F)(F)F)c2)nc(Nc2cc(OC)c(OC)c(OC)c2)n1,18,-7,0.0,1.6
OC(COc1ccccc1)CN1CCN(c2ccccc2)CC1 (stereo not drawn),4,-2,0.1,0.4
CCS(=O)(=O)NCc1csc(-c2ccccc2)n1,2,-14,0.1,-0.4
CC(=O)c1cccc(-c2nc3c(NCc4nc5ccccc5[nH]4)ncnc3n2C(C)C)c1,-2,-12,0.0,-1.9
CCOc1ccc(C(C)=O)cc1CSc1nc(N)cc(=O)[nH]1,13,-3,-0.1,-1.0
COc1ccccc1C1CN(Cc2ccc(CO)o2)Cc2ccccc2O1 (stereo not drawn),-5,4,0.0,-1.3
CCCCN(C)CCCNC(=O)C1CCN(S(C)(=O)=O)CC1,2,-8,0.0,0.4
O=C(CSc1ncccn1)Nc1ccccc1,-108,-3,0.0,-0.8
Cc1ccccc1NC(=O)/C(C#N)=C(\Nc1ccccc1)SCc1ccccc1F,-2,-5,-0.1,-1.2
O=C(Oc1ccc2ccccc2c1)c1cc2ccccc2o1,-9,14,0.3,0.0
Cn1c(SCC(=O)Nc2ccc3[nH]c(=O)[nH]c3c2)nnc1-c1ccncc1,4,7,0.1,0.2
CCOc1cccc(N2CC(O)=C(c3nc4ccccc4s3)C2=N)c1,1,-3,0.0,-0.7
CC(=O)NN(c1ccccc1)C1CC(C)N(c2ccccc2)N1C(C)=O (stereo not drawn),-6,4,-0.1,-0.9
O=[N+]([O-])c1ccc(CNc2ccc(F)c(F)c2)cc1,9,5,-0.1,0.8
CCn1c2c(c(=O)[nH]c1=O)C(c1ccc(OC)cc1)C1=C(N2)c2ccccc2C1=O (stereo not drawn),10,17,0.0,-1.2
CCn1cc(C(=O)N2CCCC2)c(=O)c2cc(S(=O)(=O)N3CC(C)CC(C)C3)ccc21 (stereo not drawn),8,-1,0.0,0.5

# One compound at a time (already shown). Screens in order: MITF primary, TEAD-YAP inh, FBW7 act, GPR151 ag
# Entry for `CCn1cc(C(=O)N2CCCC2)c(=O)c2cc(S(=O)(=O)N3CC(C)CC(C)C3)ccc21` (stereo not drawn) = 8, -1, 0.0, 0.5
# Entry for `Cn1c(SCC(=O)Nc2ccc3[nH]c(=O)[nH]c3c2)nnc1-c1ccncc1` = 4, 7, 0.1, 0.2
# Entry for `CCOc1cccc(N2CC(O)=C(c3nc4ccccc4s3)C2=N)c1` = 1, -3, 0.0, -0.7

# Next part.
SMILES,MITF primary,TEAD-YAP inh,FBW7 act,GPR151 ag
O=C(c1ccc(S(=O)(=O)c2ccc(Br)cc2)c([N+](=O)[O-])c1)N1CCC2(CC1)OCCO2,-12,1,-0.1,0.5
c1cnc(Nc2nc(NCc3cccnc3)c3ncn(C4CCCCC4)c3n2)nc1,10,2,0.0,-0.5
O=C(Cc1cccs1)N1CCN(C(=O)C2CCCO2)CC1 (stereo not drawn),-8,1,0.1,0.3
CSCCC(=O)N1CCCC(CNC(=O)c2ccc(F)cc2)C1 (stereo not drawn),-3,1,-0.1,1.2
